Assay outcomes: PubChem, National Center for Advancing Translational Sciences (NCATS)
aSyn yeast rescue: qHTS of alpha-syn Inhibitors: NCGC Sytravon Library Screen; S. cerevisiae alpha-synuclein toxicity rescue, BacTiter-Glo growth, 24 h; Potency, µM (titrated, usually from 46.1 µM), for inactives: top-dose growth rescue (activation), hits mostly activators; 94,000 tested, 0.02% active; AID 1347070, 2019; active means well fitted activation curve with a large enough effect; further: 0% is about no effect
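Growth restoration measured by BacTiter-Glo luminescence after 24 hr at 30 deg C; alpha-synuclein yeast, raffinose-pregrown to mid-log, were added at OD600=0.02 in galactose medium onto pinned compounds.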
* marks the source's active call; other numbers are inactive results; & = joins results of further samples; [ ] = remark or other dose. Potency means the concentration at half of the fitted maximal effect. Only part of the results is shown, so the mix of outcomes need not match the whole.

The opening 16 entries, ahead of the listing:
SMILES	aSyn yeast rescue
CCN(CC)S(=O)(=O)c1ccc2c(c1)c(=O)c(C(=O)N(C)Cc1ccccc1)cn2C	-7%
C(=N\Nc1ccccn1)/c1ccc2c(c1)OCCO2	-6%
Cc1ccccc1CNC(=O)c1cc2cc(S(=O)(=O)N3CCCCC3)ccc2n1C	10%
CN(C(=O)Cc1c(C(=O)O)n(C)c2ccccc12)c1ccc(F)cc1	-4%
O=C1CCCN1C(=O)COc1ccc([N+](=O)[O-])cc1	-2%
COc1ccc(-c2cn3nc(N4CCC(C(=O)Nc5ccccc5OC)CC4)sc3n2)cc1	-4%
O=C(NCCn1ccc2ccccc21)c1ccc(Cl)cc1	1%
CSc1ncccc1C(=O)OCC(=O)c1cccc(Br)c1	15%
Cc1cccc(C)c1NC(=O)CSc1nc2ncccc2o1	8%
Cc1ccc(CCNC(=O)c2ccc(CNS(=O)(=O)c3ccc(C)cc3)cc2)cc1	-1%
Cn1nnc2c(N3CCN(c4cccc(Cl)c4)CC3)ncnc21	-4%
Cc1ccc(CNC(=O)c2ccc3c(c2)NC(=O)C(CS(=O)(=O)Cc2ccc(F)cc2)N3)cc1 (stereo not given)	3%
COc1ccc(CNC(=O)C(=O)Nc2c3c(nn2-c2ccccc2)CSC3)cc1	2%
Cc1ccsc1C(=O)OCC(=O)NCc1cccs1	3%
O=C(NCC12CC3CC(CC(C3)C1)C2)c1cc2nc(-c3ccc(F)cc3)cc(C(F)(F)F)n2n1	4%
Cc1ccc(-n2ncc(C(=O)NCCN3CCOCC3)c2C2CCN(C(=O)OC(C)(C)C)CC2)c(C)c1	-1%

The list itself, from the first entry:
SMILES	aSyn yeast rescue
CCN(CC)S(=O)(=O)c1ccc2c(c1)c(=O)c(C(=O)N(C)Cc1ccccc1)cn2C	-7%
C(=N\Nc1ccccn1)/c1ccc2c(c1)OCCO2	-6%
Cc1ccccc1CNC(=O)c1cc2cc(S(=O)(=O)N3CCCCC3)ccc2n1C	10%
CN(C(=O)Cc1c(C(=O)O)n(C)c2ccccc12)c1ccc(F)cc1	-4%
O=C1CCCN1C(=O)COc1ccc([N+](=O)[O-])cc1	-2%
COc1ccc(-c2cn3nc(N4CCC(C(=O)Nc5ccccc5OC)CC4)sc3n2)cc1	-4%
O=C(NCCn1ccc2ccccc21)c1ccc(Cl)cc1	1%
CSc1ncccc1C(=O)OCC(=O)c1cccc(Br)c1	15%
Cc1cccc(C)c1NC(=O)CSc1nc2ncccc2o1	8%
Cc1ccc(CCNC(=O)c2ccc(CNS(=O)(=O)c3ccc(C)cc3)cc2)cc1	-1%
Cn1nnc2c(N3CCN(c4cccc(Cl)c4)CC3)ncnc21	-4%
Cc1ccc(CNC(=O)c2ccc3c(c2)NC(=O)C(CS(=O)(=O)Cc2ccc(F)cc2)N3)cc1 (stereo not given)	3%
COc1ccc(CNC(=O)C(=O)Nc2c3c(nn2-c2ccccc2)CSC3)cc1	2%
Cc1ccsc1C(=O)OCC(=O)NCc1cccs1	3%
O=C(NCC12CC3CC(CC(C3)C1)C2)c1cc2nc(-c3ccc(F)cc3)cc(C(F)(F)F)n2n1	4%
Cc1ccc(-n2ncc(C(=O)NCCN3CCOCC3)c2C2CCN(C(=O)OC(C)(C)C)CC2)c(C)c1	-1%
N#CCC(=O)Nc1ccc(C(=O)NCCc2c[nH]c3ccccc23)cc1	-9%
Cc1cn2c(=O)c(S(=O)(=O)N3CCN(c4cc(Cl)ccc4C)CC3)c(C)nc2s1	-2%
O=C(c1ccccc1)N1c2nc(-c3ccco3)nn2C2(CCCCC2)[C@@H]2CCCC[C@@H]21	5%
Cn1nnnc1SCCCNCc1cc(Cl)ccc1OCc1ccccc1	5%
O=S(=O)(Nc1cccc(-c2ccc(N3CCCCCC3)nn2)c1)c1ccccc1F	0%
COc1cc(OC)cc(C(=O)NCC(=O)N2CCN(c3ccc(O)cc3)CC2)c1	-8%
Cc1ccccc1S(=O)Cc1ccc(C(=O)NC2CCCCCC2)o1 (stereo not given)	-9%
COc1cccc(-c2ocnc2C(=O)Nc2ccc(N3CCOCC3)cc2N2CCOCC2)c1	-2%
COc1c(C)cccc1C(=O)Nc1ccc(-c2nc3ccccc3s2)c(Cl)c1	1%
COc1ccc(NC2=C(c3ccc(C(F)(F)F)cc3)C(=O)c3ccccc32)cc1	-7%
Cc1ccc2nc(N(CCCN(C)C)C(=O)c3ccc(Br)s3)sc2c1	-3%&-6%
COc1cccc(C(=O)NCC2(c3ccccc3)CCCC2)c1	8%
CN(C)C(CNC(=O)C1CC(=O)N(c2cccc(C(F)(F)F)c2)C1)c1ccccc1 (stereo not given)	0%
Cc1ccc(NC(=O)C2CCCN(S(=O)(=O)c3ccc(C)cc3)C2)cc1 (stereo not given)	0%
Cc1cc(C)c(OCC(=O)Nc2ccc(S(=O)(=O)N3CCCC3)cc2)c(C)c1	-13%
COc1cccc(Cn2c(SCC(=O)N3CCN(c4ccc(F)cc4)CC3)nc3ccccc32)c1	6%
Clc1ccc(OCc2nc3ccccc3n2Cc2ccccc2)c(Cl)c1	5%
N#CCc1nc2ccccc2c(=O)[nH]1	-4%
COc1ccc(C(=O)Nc2ccc3nc(SCC(=O)N(C)c4ccccc4)sc3c2)cc1	5%
CCOC(=O)c1sc(N2C(=O)C(O)=C(C(=O)c3ccco3)C2c2ccco2)nc1C (stereo not given)	0%
Cc1cccc(Cc2c(C)nc3nc(SCc4cccc(F)c4)nn3c2C)c1	-4%
NC(=O)c1cccn(Cc2ccc(C(F)(F)F)cc2)c1=O	-13%
CCOC(=O)N1CCc2c(sc3c2c(=O)n(Cc2ccccc2)c(=O)n3CC(=O)Nc2ccc(C)c(C)c2)C1	4%
CCOC(=O)C1=NNC2(CC(=O)N(c3cc(C)cc(C)c3)C2=O)C1 (stereo not given)	-6%
Cc1ccc(C(=O)N/C(=C/c2ccccc2)C(=O)NCC2CCCO2)cc1 (stereo not given)	-23%
CCc1nn(Cc2cc(C)ccc2C)c(=O)c2cc3cc(C)ccc3n12	-9%
COc1ccc(C(=O)c2sc3nc(-c4ccc(C)cc4)cc(C(F)(F)F)c3c2N)cc1	-9%
Cc1noc(C)c1C(=O)NC(C)c1ccc(Cl)cc1Cl (stereo not given)	-13%
COc1cccc(C(=O)Nc2cccc(C(=O)OCc3cc(=O)n4c(C)csc4n3)c2)c1	-4%
CCOC(=O)C1=C(COC(=O)c2ccc(Cl)nc2)NC(=O)NC1C (stereo not given)	5%
CN1CCN(C(=O)c2ccc(CSc3nc4ccncc4n3Cc3ccc(F)cc3)cc2)CC1	-3%
C[C@H]1CN([C@@H](C)CO)C(=O)CCCn2nncc2CO[C@H]1CN(C)S(=O)(=O)c1ccc(-n2cccn2)cc1	-3%
Cc1ccc2c(=O)cc(C(=O)Nc3ccc(S(=O)(=O)Nc4onc(C)c4C)cc3)oc2c1C	-10%
Cc1cccc(NS(=O)(=O)c2ccc3[nH]c4c(c3c2)CCCCCC4)c1	-40%[inhibitor]
Cc1ccc(CCNC(=O)CCCn2c(=O)c3ccccc3n(Cc3ccccc3C)c2=O)cc1	1%
CCc1cc2c(cc3c(=O)n(CC(=O)NC4CCC(C)CC4)ncn32)s1 (stereo not given)	11%
COc1cc(NC(=O)c2ccc(Cl)cc2)c(OC)cc1NC(=O)CN1CCCCC1	-1%
O=C(Cn1c(=O)oc2cc(S(=O)(=O)N3CCCCC3)ccc21)NCc1ccc(Cl)cc1	-1%
c1ccc2c(c1)Sc1cnccc1N2CC1CO1 (stereo not given)	6%
Cc1ccc(C)n1-c1c(C(=O)NCCCN2CCN(c3ccc(F)cc3)CC2)sc2ncccc12	-3%
COc1cccc(NC(=O)c2sc3nc(C)c(C(=O)Nc4ccc(C)cc4C)c(-c4ccccc4Cl)c3c2N)c1	10%
Cc1nn(-c2ccc(F)cc2)c(-n2cccc2)c1C(=O)N1CCN(c2ccc(F)cc2)CC1	6%
O=c1[nH]c(=O)n(C2CCCCC2)c(O)c1C1=Nc2ccccc2SC(c2ccc(Cl)cc2)C1 (stereo not given)	8%
CC1CCc2c(sc(NC(=O)Cn3nnc(-c4ccc(C(F)(F)F)cc4)n3)c2C#N)C1 (stereo not given)	-8%
Remaining list, next part:
SMILES	aSyn yeast rescue
OC1(c2ccccn2)COc2ccccc2O1 (stereo not given)	-2%
CCn1c2ccccc2c2cc(NC(=O)COc3cc(C)ccc3C)ccc21	-14%
CC(NC(=O)Cc1ccsc1)c1ccc(Cl)cc1Cl (stereo not given)	-1%
Clc1cc(Cl)cc(Nc2ccccc2CN(C/C=C/c2ccc3c(c2)OCO3)Cc2ccccc2)c1	-14%
COC1OC2COC(c3ccccc3)OC2C(NC(C)=O)C1OC(C)=O (stereo not given)	0%
c1ccc(Nc2cccc3ccccc23)cc1	-3%
Cc1cc(C)nc(NS(=O)(=O)c2ccc(NS(=O)(=O)c3ccc(F)c(F)c3)cc2)n1	7%
O=C(Nc1ccccn1)C(c1ccccc1)c1ccccc1	-2%
Cn1cc(S(=O)(=O)c2ccc(Cl)cc2)c(=O)c2cc(F)c(N3CCOCC3)cc21	0%
COc1ccc(C(=O)COC(=O)Cc2n[nH]c(=O)c3ccccc23)c(OC)c1	4%
COc1cc(C(CC(=O)Nc2cc(C)ccc2C)N2Cc3ccccc3C2=O)cc(OC)c1OC (stereo not given)	6%
Cc1c(Cl)cccc1NC(c1ccc(F)cc1)c1nnc(-c2ccccc2)o1 (stereo not given)	1%
CCOc1ccc(NC(=O)Cn2c(=O)n(Cc3ccco3)c(=O)c3ccc(C(=O)NC4CCCC4)cc32)cc1	-1%
Cc1ccc(NC(=O)CN(c2ccc(C)cc2)S(=O)(=O)c2cccc3nonc23)cc1	6%
S=C(/N=c1/sccn1Cc1ccccc1)NC1CC1	-7%
CCOc1ccc(S(=O)(=O)NCCC(=O)NNC(=O)c2ccc(F)cc2)cc1	-2%
CCCCC(=O)NS(=O)(=O)c1ccc(NS(C)(=O)=O)cc1	-1%
Cc1ccc(-n2nc3c(=O)n(CC(=O)NCc4ccco4)nc(C)c3c2C)cc1	-3%
COc1ccc(OC)c(NC(=O)C(C)OC(=O)c2cc3ccccc3[nH]2)c1 (stereo not given)	0%
O=C(O)CC(NC(=O)c1sc2ccccc2c1Cl)c1ccc(OC2CCCC2)cc1 (stereo not given)	13%
N#Cc1ccc(C(=O)Nc2cc3nn(-c4ccccc4)nc3cc2Cl)c(F)c1	-4%
COc1ccccc1/C=C/C=NC1C(=O)N(c2ccccc2)[N+](C)=C1C (stereo not given)	-8%
Cn1cnc(S(=O)(=O)N2CCC(C(=O)NCc3ccc(F)cc3)CC2)c1	0%
COc1ccc(C2(CNC(=O)C(=O)Nc3ccc(C)c(Cl)c3)CCCC2)cc1OC	4%
CCC(C)c1ccccc1NC(=O)CN(C)CC(=O)Nc1ccccc1SC (stereo not given)	7%
O=C(Nc1ccccc1Cl)OC1CCCCC1	7%
O=S(=O)(c1ccc(Br)cc1)N1CCn2cccc2C1c1ccc(Br)cc1 (stereo not given)	14%
Cc1cccc(CNC(=O)Cn2ccc3cc(S(=O)(=O)N4CCCC4)ccc32)c1	-4%
COc1ccc(-n2nc(C(=O)NCC(=O)N3CCN(c4ccccc4F)CC3)c3ccccc3c2=O)cc1	-6%
COc1ccc(-c2noc(C(C)NC(=O)c3ccco3)n2)cc1 (stereo not given)	4%
COc1cc(NC(C)=O)c2ncccc2c1Br	7%
COc1ccc(Cl)cc1CNC[C@H]1O[C@@H](n2ccc(N)nc2=O)[C@H](O)[C@@H]1O	-1%
Cc1nnc(SCC(=O)N2CC(C)OC(C)C2)n1-c1ccccc1 (stereo not given)	-5%
O=C(NCc1ccncc1)c1ccc(OCc2ccccc2)cc1	9%
CN(CC(=O)Nc1ccccc1Cl)C(=O)c1cc(=O)[nH]c2ccccc12	-1%
COc1cccc(-c2cc(C(=O)Nc3cnn(Cc4ccccc4C)c3)no2)c1	-5%
COC(=O)c1cc(C)nc2c1c(=O)nc(SCc1c(C)cc(C)cc1C)n2C1CC1	-20%
Cc1ccc(C)c(CN2CCC(CNC(=O)Nc3ccc(Br)cc3F)CC2)c1	3%
COc1cccc(CNC(=O)COc2cc(=O)n(C)c3ccccc23)c1	-5%
Cc1cc(C)c(S(=O)(=O)c2ccc(F)cc2C)c(Cl)n1	3%
CCN1C(=O)c2ccccc2S(=O)c2ccc(C(=O)N3CCCCCC3)cc21 (stereo not given)	1%
CCc1cccc(NC(=O)Cn2nc(C)c3sc4ccccc4c3c2=O)c1	-4%
Cc1ccc(-c2cc(C(=O)Nc3cccnc3)[nH]n2)c(O)c1C	1%
CC1C(=O)N(Cc2cn(CCC3OCCO3)nn2)CCS(=O)(=O)N1Cc1ccc(-c2ccc(F)cc2)cc1 (stereo not given)	5%
CCc1ccc(CNC(=O)C(C)n2ccc3cc(S(=O)(=O)N4CCCCCC4)ccc32)cc1 (stereo not given)	-4%
N#Cc1cccc(NC(=O)Cc2ccsc2)c1	6%
COc1ccc(-c2cc(C(=O)Nc3sc4c(c3C(N)=O)CCCC4)no2)cc1	4%
O=C1CN(C(=O)c2cccc(Br)c2)C(c2ccccc2)c2cc(Cl)ccc2N1 (stereo not given)	20%
O=S(=O)(c1cccc(COc2c(Cl)cccc2Cl)c1)N1CCOCC1	-6%
FC(F)(F)Oc1ccc2c(c1)NC(c1ccncc1)=NC(c1cccs1)=N2	-10%
CCOCCCNC(=O)C1CCN(c2nc3ccc(C)cc3[nH]2)CC1	-2%
O=C(COC(=O)c1ncc(Cl)c(Cl)c1Cl)NC(=O)c1ccccc1	-7%
